TRHR enhancer – allosteric enhancers of human TRH receptor | enhancement, % at 2 µM | 0.66% of 360,000 active | AID 493056 | TRHR cells, fluo-8 calcium fluorescence, EC20 TRH enhancement; in the data active means enhancement above about 30%; further: 0% is about no effect
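Enhancer read-out: after compound pinning and an initial kinetic agonist-mode read, an EC20 of TRH (10 nM final) was injected and fluo-8 calcium signal (Ex 480/Em 530) followed at 1 s/cycle for 100 cycles in TRHR-expressing cells.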
IDH1 R132H inh – inhibitors of human mutant IDH1 R132H. O75874. IDH1-R132H enzyme, NADPH consumption, diaphorase/resazurin fluorescence. Potency, µM (top dose mostly 76.6 µM), for inactives: at the highest dose activity change, negative = inhibition, hits mostly inhibitors. 0.093% of 390,000 active. AID 602179; further: potency means the concentration at half of the fitted maximal effect; on the % scale 0 is the no-effect control and ±100 the full control effect; nearly all actives have a fitted effect of over 65% in size
Target sequence (O75874 whole entry R132H, stated change not applied): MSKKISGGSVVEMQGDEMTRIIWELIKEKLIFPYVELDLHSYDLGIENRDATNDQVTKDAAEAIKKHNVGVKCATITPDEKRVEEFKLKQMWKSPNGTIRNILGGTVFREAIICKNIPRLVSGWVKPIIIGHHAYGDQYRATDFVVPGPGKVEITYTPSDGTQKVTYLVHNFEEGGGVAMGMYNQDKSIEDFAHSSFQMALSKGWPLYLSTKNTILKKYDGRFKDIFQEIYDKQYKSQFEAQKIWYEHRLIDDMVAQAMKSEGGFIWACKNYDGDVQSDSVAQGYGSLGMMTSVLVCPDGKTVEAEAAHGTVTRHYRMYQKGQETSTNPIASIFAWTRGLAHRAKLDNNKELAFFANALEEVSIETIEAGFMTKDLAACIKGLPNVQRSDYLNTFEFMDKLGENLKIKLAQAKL
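IDH1-R132H (0.5 ug/mL) preincubated 30 min with compound, then NADPH (0.016 mM) and alpha-KG (2 mM) added; 80 min at RT, pH 7.5. Remaining NADPH coupled via diaphorase/resazurin to fluorescence (540/590 nm); concentration-response curves normalized to no-enzyme control.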
D2 antagonist – antagonists of human D2 dopamine receptor. HEK293 TREx D2 cells, calcium flux, dopamine EC80. inhibition, % at 10 µM. 2% of 340,000 active; in the data active means inhibition above about 30%; further: 0% is about no effect
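Calcium flux kinetic readout in an inducible HEK293 TREx D2 line plated overnight at 30 C. After 180 s compound exposure, an EC80 dopamine challenge follows with another 180 s kinetic read to detect antagonism.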
D2 ag – activates the human D2 dopamine receptor; HEK293 T-REx D2 cells, calcium flux agonist mode; activation, % at 2 µM; 0.53% of 340,000 active; AID 485358;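 active means activation over 3 SD above normal in the single-dose calcium agonist read, cut at about 30% in these data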; further: 0% is about no effect
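Agonism is scored from calcium flux in a force-coupled, inducible HEK293 cell line expressing D2, read kinetically for 180 s after compound addition against dopamine controls.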
PI4K2A block – inhibitors of human PI4K2A; purified PI4K2A, ADP-Glo luminescence, 1 h; active compounds read low; activity change, negative = inhibition, % at 76.9 µM; 0.13% of 420,000 active; in the data active means activity change below about -50%; inconclusive means mostly about -30% to -49%;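 further: -100% = wells without enzyme as full effect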
Target sequence (Q9BTU6 whole entry, looked up): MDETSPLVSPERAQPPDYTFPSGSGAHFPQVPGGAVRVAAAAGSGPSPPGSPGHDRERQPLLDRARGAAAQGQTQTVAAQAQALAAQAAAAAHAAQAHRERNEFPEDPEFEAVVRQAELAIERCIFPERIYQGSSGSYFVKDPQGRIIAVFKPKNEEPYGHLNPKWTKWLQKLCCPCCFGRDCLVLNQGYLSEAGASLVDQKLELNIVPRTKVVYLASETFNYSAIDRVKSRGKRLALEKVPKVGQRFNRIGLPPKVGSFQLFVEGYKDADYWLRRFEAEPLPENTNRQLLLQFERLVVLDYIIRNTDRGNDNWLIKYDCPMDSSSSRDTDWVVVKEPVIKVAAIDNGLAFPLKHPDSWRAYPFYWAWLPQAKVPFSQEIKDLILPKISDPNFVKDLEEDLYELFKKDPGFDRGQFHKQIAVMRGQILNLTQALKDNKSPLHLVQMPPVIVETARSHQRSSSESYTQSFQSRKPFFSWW
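In this quantitative HTS, ADP production by PI4K2A was quantified luminescently after 1 h at ambient temperature; 100 microM adenosine served as plate-quality control.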
TrxR1 substrate – substrates of rat thioredoxin reductase 1. 0.01% of 390,000 active. O89049. AID 588456. purified TrxR1 substrate turnover, NADPH consumption readout. Potency, µM (titrated, usually from 114 µM), for the others: top-dose activity change, negative = substrate turnover; further: potency means the concentration at half of the fitted maximal effect; on the % scale 0 is the no-effect control and ±100 the full control effect; nearly all actives have a fitted effect of over 50% in size
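Rat TrxR1, dispensed at 90 nM, was prereduced with 400 uM NADPH (final) for 5 min at ~22 deg C, then incubated with compound 15 min before 400 uM selenite. A first-read NADPH fluorescence drop versus no-compound background flagged substrates.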
TRHR agonist – agonists of human TRH receptor; TRHR cells, calcium flux fluo-8, FDSS agonist mode; activation, % at 2 µM; P34981; 0.18% of 360,000 active; AID 493084; in the data active means activation above about 30%; further: 0% is about no effect
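Agonist-mode FDSS calcium read (Ex 480/Em 530, 1 s cycles) in 1536-well TRHR cells with fluo-8 dye, after 10-cycle baseline and 23 nL compound addition; TRH at EC20 (10 nM final) added afterwards for the enhancer phase.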
rTrxR1 inhibitor – rat TrxR1 inhibition | recombinant rTrxR1, NADPH fluorescence consumption, selenite substrate | Potency, µM (doses to about 114 µM), for inactives: at the top dose activity change, negative = inhibition, actives largely listed as inhibitors | 1% of 390,000 active | AID 588453; further: potency means the concentration at half of the fitted maximal effect; on the % scale 0 is the no-effect control and ±100 the full control effect; nearly all actives have a fitted effect of over 65% in size
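Rat TrxR1 (90 nM in the dispensed reagent) was pre-reduced with 400 uM NADPH for 5 min at room temperature, then incubated with compound for 15 min. After 400 uM selenite was added, NADPH fluorescence (Ex 340/Em 450 nm) was followed for 8 min.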
USP1-UAF1 inh – blocks the human USP1/UAF1 deubiquitinase complex. Potency, µM (titrated, usually from 57.1 µM), for inactives: top-dose activity change, negative = inhibition, most hits filed as inhibitors. recombinant USP1/UAF1, Ub-Rhodamine cleavage fluorescence. 0.23% of 390,000 active; further: potency means the concentration at half of the fitted maximal effect; on the % scale 0 is the no-effect control and ±100 the full control effect; nearly all actives have a fitted effect of over 60% in size; inactives centre near -12
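1 nM enzyme complex + cpd, 15 min RT; start with Ub-Rho 150nM final; kinetic fluorescence ex 480/em 540, 6 reads q60 s. Buffer 50mM HEPES pH 7.8, 0.5mM EDTA, 0.1 mg/ml BSA, 1mM TCEP, 0.01% Tween-20.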
Starred values were filed as active, the others as inactive; ? = inconclusive; . = not tested or not shown; [ ] = remark or other dose. Unless noted, the call rests on the fitted dose curve; in most records, active means well fitted inhibition curve with a large enough effect; inconclusive means small, poorly fitted or top-dose-only effect; inactive means no such curve, though single readings can be large or run the other way. Not all compounds are listed, so the mix of outcomes need not match the whole.

1	Nc1ccc2c3c(cccc13)CC2
2	O=C1/C(=C/c2cccnc2)N2CCC1CC2
3	CN1CCN(C(=O)COc2ccc(C(C)(C)C)cc2Br)CC1
4	CCOC(=O)c1ccc2c(c1)n(Cc1ccccc1)c(C)[n+]2CC
5	CCCCNC(=O)Nc1ccc(C(O)(C(=O)OC)C(F)(F)F)cc1 (stereo unspecified)
6	O=C(/C=C/c1ccc2c(c1)OCO2)c1c(O)n(CCC2=CCCCC2)c(=O)[nH]c1=O
7	O=C(COc1ccccc1Cl)N1CCCC(N2CCN(c3ccc(F)cc3)CC2)C1 (stereo unspecified)
8	O=C1NC(=S)N(c2ccc(F)cc2)C(=O)/C1=C\c1ccoc1
9	CC(C)(C)C(=O)OC[N+](C)(C)CCOC(=O)C(O)(c1ccccc1)C1CCCC1 (stereo unspecified)
10	CN(C)c1ccc(NC(=O)c2sc3nc4c(cc3c2N)N2CCC4CC2)cc1

Assay by compound | 1 | 2 | 3 | 4 | 5 | 6 | 7 | 8 | 9 | 10
TRHR enhancer | -9 | 8 | -4 | 3 | -1 | 2 | -3 | 8 | -1 | 7
IDH1 R132H inh | 12% | 0% | 5% | 5% | 2% | -3% | 7% | -13% | 2% | -7%
D2 antagonist | -2 | -3 | 14 | 10 | . | -4 | -1 | . | 19 | .
D2 ag | 1.8 | -0.3 | 1.1 | 0.4 | . | 0.7 | -0.3 | . | -0.3 | -0.2
PI4K2A block | -5 | 3 | -1 | 3 | -9 | -6 | -4 | ? | 6 | 3
TrxR1 substrate | 79%[activator] | 0% | 4% | 7% | 4% | -5% | -3% | 0%[57.1 µM] | 13%[57.1 µM] | -6%
TRHR agonist | 1.6 | -0.1 | 0.7 | 0.7 | -0.6 | 1.1 | 0.5 | 4.6 | 1.2 | 0.5
rTrxR1 inhibitor | -32% | -6% | -2% | 14% | 2% | -17% | -3% | ? | 27%[57.1 µM] | 2%
USP1-UAF1 inh | ? | -21% | -1% | -22% | -5% | ? | -24% | 28µM* | ? | -17%

11	CC(=NC1CCN(Cc2ccccc2)CC1)c1c(O)n(C)c(=O)n(C)c1=O
12	CCOC(=O)C1C(=O)N(C)C2(C)CC1c1ccccc1O2 (stereo unspecified)
13	CCOc1cc(C2C(C#N)=C(N)Oc3c2c(=O)oc2ccccc32)ccc1OC(=O)c1cccs1 (stereo unspecified)
14	CN1C(=O)C(=Cc2ccc(N3CCOCC3)o2)C(=O)N(C)C1=O
15	O=c1c2ccccc2ncn1-c1ccc([N+](=O)[O-])c(C(F)(F)F)c1
16	O=C(Nc1ccc(Cl)c(Cl)c1)c1ccco1
17	S=c1[nH]c2ccccc2[nH]1
18	Cc1ccsc1C(=O)C1CCCN(Cc2sc(N(C)C)nc2Cl)C1 (stereo unspecified)
19	CCCCOP(=O)(OCCCC)/C(C#N)=C(/C)O
20	O=C(Nc1ccon1)c1cccn(Cc2cccc([N+](=O)[O-])c2)c1=O

Assay by compound | 11 | 12 | 13 | 14 | 15 | 16 | 17 | 18 | 19 | 20
TRHR enhancer | 0 | -14 | -14 | 14 | 4 | 18 | -4 | 1 | -6 | 13
IDH1 R132H inh | 5% | 4% | -2% | 2% | 3% | 4% | 12% | -4% | 1% | 15%
D2 antagonist | 9 | -23 | 26 | . | -2 | -1 | . | 23 | 5 | .
D2 ag | 0.5 | 0.4 | -0.3 | . | 0.7 | -0.5 | . | 0.6 | -0.4 | 0.4
PI4K2A block | -6 | 5 | 0 | -2 | -1 | -1 | 19 | -3 | -9 | -6
TrxR1 substrate | -2% | -4%[57.1 µM] | -4% | -18% | -2% | -4%[57.1 µM] | 8%[57.1 µM] | -7%[57.1 µM] | 11%[57.1 µM] | -9%[57.1 µM]
TRHR agonist | 1.0 | 0.1 | 0.9 | -0.1 | 0.4 | 0.7 | 0.3 | -0.9 | 1.3 | -1.0
rTrxR1 inhibitor | ? | -4%[57.1 µM] | -13% | ? | -6% | -7%[57.1 µM] | -7%[57.1 µM] | -4%[57.1 µM] | 14%[57.1 µM] | 0%[57.1 µM]
USP1-UAF1 inh | -13% | 0% | -24% | ? | -13% | -20% | -11% | -23% | -3% | -8%

Brought forward from above: 4 entries; new compounds follow.
17	S=c1[nH]c2ccccc2[nH]1
18	Cc1ccsc1C(=O)C1CCCN(Cc2sc(N(C)C)nc2Cl)C1 (stereo unspecified)
19	CCCCOP(=O)(OCCCC)/C(C#N)=C(/C)O
20	O=C(Nc1ccon1)c1cccn(Cc2cccc([N+](=O)[O-])c2)c1=O
21	CCOP(=O)(OCC)C(NC(=O)c1cccc(C)c1)C(Cl)(Cl)Cl (stereo unspecified)
22	COc1ccc(CCNCc2sccc2C)cc1OC
23	CCN(c1ccc(C)cc1C)S(=O)(=O)c1nnc(NC(=O)c2ccco2)s1
24	CCOC(=O)C(O)(c1ccc(NC(=O)NC)cc1)C(F)(F)F (stereo unspecified)
25	O=C1NC(=O)N(CCc2ccc(F)cc2)C(=O)/C1=C/C=C/c1ccccc1
26	O=C(NC(c1ccc(Cl)cc1)P(=O)(Oc1ccccc1)Oc1ccccc1)OCc1ccccc1 (stereo unspecified)
27	Cc1nc2ccccc2c(=O)n1-c1ccc(Cl)cc1Cl
28	O=c1[nH]c(=O)n(-c2ccc(F)cc2)c(O)c1C=NCCN1CCCCC1
29	N#CC1c2ccccc2-n2nncc2CN1S(=O)(=O)c1ccc(Cl)cc1 (stereo unspecified)
30	Cc1ccc(CNCCc2ccc(F)cc2)s1

Assay by compound | 17 | 18 | 19 | 20 | 21 | 22 | 23 | 24 | 25 | 26 | 27 | 28 | 29 | 30
TRHR enhancer | -4 | 1 | -6 | 13 | 1 | -8 | 18 | 15 | 3 | -4 | 5 | 0 | . | -1
IDH1 R132H inh | 12% | -4% | 1% | 15% | -1% | -2% | 0% | 3% | -25% | 2% | 0% | -2% | 2%[38.3 µM] | -4%
D2 antagonist | . | 23 | 5 | . | -7 | -13 | -15 | . | -8 | 4 | -11 | 7 | . | 7
D2 ag | . | 0.6 | -0.4 | 0.4 | -3.1 | 1.3 | -0.4 | . | -1.1 | 0.4 | 0.6 | 0.7 | . | 0.2
PI4K2A block | 19 | -3 | -9 | -6 | 0 | 3 | -5 | 0 | -6 | -7 | -7 | 4 | 0 | -1
TrxR1 substrate | 8%[57.1 µM] | -7%[57.1 µM] | 11%[57.1 µM] | -9%[57.1 µM] | 1% | 6% | -5% | 3%[57.1 µM] | -2%[57.1 µM] | -10% | -10% | 4% | 1% | 3%
TRHR agonist | 0.3 | -0.9 | 1.3 | -1.0 | 0.0 | -0.4 | 0.0 | -0.1 | 3.5 | 0.7 | 0.2 | 0.1 | . | 0.7
rTrxR1 inhibitor | -7%[57.1 µM] | -4%[57.1 µM] | 14%[57.1 µM] | 0%[57.1 µM] | 21% | 23% | ? | 27%[57.1 µM] | 4%[0.457 µM] | -10% | -6%[57.1 µM] | 8% | 7% | -9%
USP1-UAF1 inh | -11% | -23% | -3% | -8% | -18% | -5% | -17% | 4% | -11% | -17% | -5% | -6% | -9% | -22%

Nothing new here: entries from further up.
21	CCOP(=O)(OCC)C(NC(=O)c1cccc(C)c1)C(Cl)(Cl)Cl (stereo unspecified)
22	COc1ccc(CCNCc2sccc2C)cc1OC

Assay by compound | 21 | 22
TRHR enhancer | 1 | -8
IDH1 R132H inh | -1% | -2%
D2 antagonist | -7 | -13
D2 ag | -3.1 | 1.3
PI4K2A block | 0 | 3
TrxR1 substrate | 1% | 6%
TRHR agonist | 0.0 | -0.4
rTrxR1 inhibitor | 21% | 23%
USP1-UAF1 inh | -18% | -5%

Later entries:
31	c1ccc2c(c1)c1cccc3ccc4cccc2c4c31
32	COc1ccc(CCNc2oc(-c3ccc(OC)c(OC)c3)nc2P(=O)(OC)OC)cc1OC
33	COc1ncccc1C(=O)NCC(CC(=O)O)c1ccccc1 (stereo unspecified)
34	COc1ccc2[nH]cc(CCN(C)C)c2c1
35	FC(F)(F)c1ccc(NC2=NCCCS2)cc1
36	CN(C)c1nc(-c2ccccc2)[n+](C)s1
37	CCOC(=O)C1(CCCc2ccccc2)CCN(C2CCC2)CC1
38	O=C1CC(=O)N(c2ccccc2)C(=O)N1c1ccccc1
39	CCCCn1c(=O)c(C(=O)Nc2ccccn2)c(O)c2ccccc21
40	CCC(C)NC(=O)c1c(N)n(Cc2ccc3c(c2)OCO3)c2nc3ccccc3nc12 (stereo unspecified)
41	CCN(CC)CCCNC(=O)c1c(O)c2ccccc2n(Cc2ccccc2)c1=O
42	CCn1c(O)c(/C=N/NC(=O)c2ccncc2)c(=O)n(CC)c1=S

Assay by compound | 31 | 32 | 33 | 34 | 35 | 36 | 37 | 38 | 39 | 40 | 41 | 42
TRHR enhancer | 1 | -3 | -1 | -5 | 5 | -1 | 6 | -2 | 5 | 4 | 22 | 0
IDH1 R132H inh | -8% | 4% | 15% | -4% | 5% | 2% | 14% | -17% | 2% | 4% | 4% | 11%
D2 antagonist | -1 | 8 | 7 | -1 | -20 | . | -17 | -3 | -9 | 5 | 6 | -5
D2 ag | 0.3 | -0.2 | 0.8 | 12 | 0.1 | . | -0.1 | 0.7 | 0.3 | 1.0 | 1.1 | -1.8
PI4K2A block | -2 | 2 | 4 | 0 | -5 | -19 | -1 | -7 | -5 | -1 | -6 | 0
TrxR1 substrate | 152%[activator] | 117%[activator][57.1 µM] | -4% | 9% | 3% | -4%[57.1 µM] | 6%[57.1 µM] | 2% | 3% | 61%[activator] | 0% | -3%
TRHR agonist | 0.9 | -0.2 | 0.7 | 0.9 | -0.2 | -0.1 | -0.2 | 0.4 | 0.7 | 0.9 | 0.0 | -1.0
rTrxR1 inhibitor | 51%[activator] | -53% | -3% | ? | 15% | -22%[57.1 µM] | 25%[57.1 µM] | -9% | 1% | 19% | 6% | ?
USP1-UAF1 inh | -25% | -17% | -13% | -15% | -16% | -1% | -3% | 1% | -19% | -14% | -18% | ?
